# Screens from PubChem.
# TrxR1 inh = blocks rat thioredoxin reductase 1 | Potency, µM (doses to about 114 µM), for inactives: at the highest dose activity change, negative = inhibition, most hits filed as inhibitors | 390,000 tested, 1% active | AID 588453 | O89049 | recombinant rTrxR1, NADPH fluorescence consumption, selenite substrate; note: % is set by controls: 0 for no effect and ±100 for the full control effect; nearly all actives have a fitted effect of over 65% in size
#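 Rat TrxR1 (90 nM in the dispensed reagent) was pre-reduced with 400 uM NADPH for 5 min at room temperature, then incubated with compound for 15 min. After 400 uM selenite was added, NADPH fluorescence (Ex 340/Em 450 nm) was followed for 8 min.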
# USP1 inh = inhibitors of human USP1/UAF1 deubiquitinase | AID 743255 | 390,000 tested, 0.23% active | recombinant USP1/UAF1, Ub-Rhodamine cleavage fluorescence | O94782 | Potency, µM (series often up to 57.1 µM), for the others: top-dose activity change, negative = inhibition, hits mostly inhibitors; note: % is set by controls: 0 for no effect and ±100 for the full control effect; nearly all actives have a fitted effect of over 60% in size; inactives centre near -12
#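 USP1/UAF1 complex (1 nM) preincubated 15 min at room temperature with compound, then Ub-Rho substrate (150 nM final) added. Kinetic fluorescence at 480/540 nm over 6 reads at 60 s intervals; 50 mM HEPES pH 7.8, 0.5 mM EDTA, 0.1 mg/ml BSA, 1 mM TCEP, 0.01% Tween-20.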
# RGS4 inhibitor = human RGS4 inhibition. P49798. 390,000 tested, 0.039% active. Potency, µM (series often up to 114 µM), without a hit: at the top dose activity change, negative = inhibition, most hits filed as inhibitors. Transcreener GDP fluorescence polarization, RGS4-accelerated GTP hydrolysis. AID 504845; note: % is set by controls: 0 for no effect and ±100 for the full control effect; nearly all actives have a fitted effect of over 75% in size; some results filed as inactive show a strong effect at the top dose
# Target sequence (P49798 whole entry, looked up): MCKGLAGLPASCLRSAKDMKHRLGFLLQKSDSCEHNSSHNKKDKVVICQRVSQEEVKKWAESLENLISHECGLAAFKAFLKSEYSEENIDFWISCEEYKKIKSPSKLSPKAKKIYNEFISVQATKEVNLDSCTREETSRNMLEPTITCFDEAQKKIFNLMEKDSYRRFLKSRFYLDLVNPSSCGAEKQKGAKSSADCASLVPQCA
#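 MLSMR compounds (23 nl, pin-transferred) preincubated 10 min at room temperature with a 500nM (2x) first reagent, then RGS4 at 900nM (2x) plus Transcreener GDP mix added; fluorescence polarization (620/688 nm) read before and after 90 min at 30 °C.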
# TrxR1 substrate = is turned over as a substrate by rat TrxR1; O89049; purified TrxR1 substrate turnover, NADPH consumption readout; Potency, µM (top dose mostly 114 µM), for inactives: at the highest dose activity change, negative = substrate turnover; 390,000 tested, 0.01% active; note: % is set by controls: 0 for no effect and ±100 for the full control effect; nearly all actives have a fitted effect of over 50% in size
#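 Rat TrxR1, dispensed at 90 nM, was prereduced with 400 uM NADPH (final) for 5 min at ~22 deg C, then incubated with compound 15 min before 400 uM selenite. A first-read NADPH fluorescence drop versus no-compound background flagged substrates.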
# RXFP1 ag = activates the human relaxin receptor RXFP1; HEK293T-RXFP1 cAMP TR-FRET, 30 min; response scale: percent of porcine relaxin response, buffer zero; Potency, µM (top dose mostly 57.5 µM), for the others: at the highest dose activation, most hits filed as activators; 370,000 tested, 0.3% active; AID 2676; note: % is set by controls: 0 for no effect and ±100 for the full control effect; nearly all actives have a fitted effect of over 60% in size; many of its hits are not listed in these tables
#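 HEK293T cells stably expressing RXFP1 were pretreated with the PDE4 inhibitor Ro 20174, exposed to compounds for 30 min at 37C, lysed, and cAMP was read by TR-FRET. Data normalized to buffer (basal) and 29 nM porcine relaxin (100%).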
# mIDH1 inhibitor = blocks human mutant IDH1 R132H enzyme | 390,000 tested, 0.093% active | AID 602179 | Potency, µM (series often up to 76.6 µM), without a hit: at the highest dose activity change, negative = inhibition, most hits filed as inhibitors | IDH1-R132H enzyme, NADPH consumption, diaphorase/resazurin fluorescence | O75874; note: % is set by controls: 0 for no effect and ±100 for the full control effect; nearly all actives have a fitted effect of over 65% in size
# Target sequence (O75874 whole entry R132H, stated change not applied): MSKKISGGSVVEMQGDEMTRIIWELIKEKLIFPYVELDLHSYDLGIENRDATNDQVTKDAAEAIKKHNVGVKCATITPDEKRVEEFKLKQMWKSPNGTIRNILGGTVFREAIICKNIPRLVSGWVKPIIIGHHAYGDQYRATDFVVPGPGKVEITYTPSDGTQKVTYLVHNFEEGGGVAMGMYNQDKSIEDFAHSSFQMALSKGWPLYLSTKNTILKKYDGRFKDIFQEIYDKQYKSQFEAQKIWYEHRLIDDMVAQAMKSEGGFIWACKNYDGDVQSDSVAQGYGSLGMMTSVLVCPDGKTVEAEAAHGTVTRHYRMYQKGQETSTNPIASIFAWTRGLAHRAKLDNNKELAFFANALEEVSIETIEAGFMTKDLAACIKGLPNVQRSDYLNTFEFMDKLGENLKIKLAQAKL
#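 IDH1-R132H (0.5 ug/mL dispensed) in pH 7.5 Tris buffer was preincubated 30 min with compound, then given a substrate mix of 0.016 mM NADPH and 2 mM alpha-KG for 80 min at room temperature; remaining NADPH was read by diaphorase/resazurin fluorescence.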
# Vif-A3F inh = blocks the Vif interaction with APOBEC3F; 390,000 tested, 0.2% active; HeLa A3F-eYFP + Vif (tagged APOBEC3F with the HIV-1 protein that degrades it), YFP fluorescence increase; Potency, µM (highest dose often 46.1 µM), for inactives: at the highest dose activity, negative = active; AID 602313; note: % of control where 0% means no effect; nearly all actives have a fitted effect of over 65% in size
#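 Fluorescence increase (Ex 488/Em 500-530) after overnight compound treatment at 37 deg C flags inhibition of Vif-driven A3F-eYFP loss in stable HeLa A3F-eYFP/Vif cells seeded overnight beforehand.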
# ALOX12 inh = blocks human arachidonate 12S-lipoxygenase; P18054; AID 1671190; 580,000 tested, 1.1% active; purified 12hLO, xylenol orange hydroperoxide absorbance; Potency, µM (doses to about 108 µM), inactives show at the highest dose activity change, negative = inhibition, hits mostly inhibitors; note: % is set by controls: 0 for no effect and ±100 for the full control effect
#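 Hydroperoxide product was detected by ferrous iron/xylenol orange as the 573 to 405 nm absorbance ratio. Arachidonic acid at 40 uM (final) was turned over for 30 min at room temperature by 150 nM human 12hLO, pH 7.0 Hepes buffer, after 15 min compound preincubation.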
# Vif-A3G inh = inhibitors of Vif-APOBEC3G interaction. 410,000 tested, 0.076% active. Q9HC16. Potency, µM (top dose mostly 46.1 µM), inactives show at the highest dose activity, negative = active, actives largely listed as inhibitors. HeLa A3G-eYFP + Vif (tagged APOBEC3G with the HIV-1 protein that degrades it), YFP fluorescence, overnight;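 note: % is set by controls: 0 for no effect and ±100 for the full control effect; nearly all actives have a fitted effect of over 60% in size; hits raise eYFP signal because A3G escapes Vif-driven loss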
# Target sequence (Q9HC16 whole entry, looked up): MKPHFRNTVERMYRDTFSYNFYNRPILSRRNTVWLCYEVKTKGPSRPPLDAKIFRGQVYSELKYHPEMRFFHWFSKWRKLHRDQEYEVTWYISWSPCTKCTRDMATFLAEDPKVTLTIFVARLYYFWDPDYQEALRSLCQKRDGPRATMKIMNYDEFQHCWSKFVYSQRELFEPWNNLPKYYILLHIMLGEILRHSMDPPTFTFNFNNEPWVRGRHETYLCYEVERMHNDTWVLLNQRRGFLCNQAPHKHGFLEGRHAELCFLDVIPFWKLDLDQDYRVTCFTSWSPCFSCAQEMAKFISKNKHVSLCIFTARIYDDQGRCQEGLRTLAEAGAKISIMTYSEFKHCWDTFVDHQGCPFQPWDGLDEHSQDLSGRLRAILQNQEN
#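 Read-out is eYFP fluorescence (Ex 488/Em 500-530) from Vif-expressing HeLa A3G-eYFP cells; more signal means A3G escaped Vif-mediated degradation. Cells plated overnight, compound pinned in, incubated overnight at 37 deg C.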
# Starred values were filed as active, the others as inactive; i = inactive; ? = inconclusive; · = not tested or not shown; [ ] = dose if it differs, or a comment. Calls come from the whole dose curve; as a rule, active = well fitted curve in the direction sought with a large enough effect; inconclusive = small, poorly fitted or top-dose-only effect, or another doubt; inactive = no such curve, though single readings can be large; an effect the other way counts as inactive or inconclusive. Potency is the fitted concentration of half-maximal effect.
SMILES,TrxR1 inh,USP1 inh,RGS4 inhibitor,TrxR1 substrate,RXFP1 ag,mIDH1 inhibitor,Vif-A3F inh,ALOX12 inh,Vif-A3G inh
COc1cc(-c2noc(-c3ccc(N4CCCCC4)c([N+](=O)[O-])c3)n2)cc(OC)c1OC,-19%,-27%,-9%,-5%,-2.1%,0%,2%,0%,2%
O=C(O)CCSc1nnc(-c2ccc3c(c2)OCO3)o1,-2%[57.1 µM],-9%,10%,15%[57.1 µM],11%,9%,6%,-29%,2%
CC(=O)c1cccc(NC(=O)CCCOc2ccc(C)cc2)c1,-6%,-22%,-32%,-6%,6.5%,1%,-4%,18%,1%
O=C(Nc1ccc2c(c1)OCCO2)C1CCN(S(=O)(=O)Cc2ccccc2)CC1,0%,-7%,-11%,-5%,3.2%,4%,·,0%,3%
COc1cccc(-n2ccnc2SCC(=O)N2CCc3ccccc32)c1,14%[57.1 µM],3%,-28%,7%[57.1 µM],0.7%,-3%,-8%,0%,-7%
CCN1C[C@@H]2[C@@H]3C(=O)N(Cc4ccccc4)C(=O)[C@@H]3[C@](C)(C1=O)N2C(=O)c1ccc(Br)cc1,-14%[57.1 µM],-11%,2%,3%,·,-13%,5%,?,-2%
O=C(OCCN1C(=O)c2ccccc2C1=O)c1cccc(OC(F)F)c1,14%[57.1 µM],-17%,-28%,-8%,3.7%,-3%,8%,0%,2%
COC(=O)C1C2C=CC3(CN(C(C)c4ccc(OC)cc4)C(=O)C13)O2 (stereo not drawn),-18%,-15%,-21%,1%,-0.8%,5%,6%,-7%,1%
CN1CCN(Cc2oc(CO)cc(=O)c2O)CC1,-5%,-4%,-6%,-4%,3.2%,5%,2%,-4%,2%
O=C(OCC(=O)N1CCCc2ccccc21)c1ccccc1NCCO,12%,-16%,6%,203%[activator],4.1%,3%,4%,2%,-4%
CN(C)c1ccc(P(=O)(OCc2ccccc2)C(O)c2ccc(Cl)cc2)cc1 (stereo not drawn),-2%[57.1 µM],4%,-9%,11%[57.1 µM],?,-6%,-4%,1%,-3%
CCN([C@H](CO)C(C)C)S(=O)(=O)c1ccccc1Br,-5%,-24%,-51%,-5%,·,1%,-4%,4%,-1%
CCC(C)N(C(=O)CSc1ncnc2sccc12)C1CCS(=O)(=O)C1 (stereo not drawn),19%,-16%,-11%,4%,4.2%,-2%,-7%,-1%,0%
CN=C1N[C@H](c2ccccc2)N(c2ccccc2)S1,?,·,?,2%,·,·,·,-21%,1%
Cc1ccc(Cn2c(CO)cnc2SCC(=O)NCc2ccccc2Cl)cc1,5%[57.1 µM],-23%,-10%,1%[57.1 µM],0.6%,6%,0%,0%,0%
COc1cc(/C=N/N=C(\N)c2nonc2N)ccc1O,-13%,-9%,-3%,-16%,-0.7%,-6%,-9%,8%,-1%
COc1nc(Cl)cn(-c2ccc(C)cc2)c1=O,18%,-16%,22%,6%,2.4%,4%,-40%,20%,3%
Cc1cc(C)n(C(=O)CNC(=O)c2ccc(Cl)cc2Cl)n1,-1%,-11%,-29%,-7%,2.9%,2%,1%,24%,0%
CC1Oc2ccccc2N(CC(=O)NCCCN2CCOCC2)C1=O (stereo not drawn),21%,-15%,18%,2%,1.3%,-1%,-1%,1%,1%
Cc1onc(-c2ccccc2Cl)c1C(=O)N1CCN(c2ccc(F)cc2)CC1,24%,-22%,-4%,3%,1.0%,-4%,-2%,9%,4%
O=C(Cn1cccc1)N1CCN(C(c2ccccc2)c2ccccc2)CC1,?,-4%,-4%,2%,0.8%,10%,1%,-24%,0%
Cc1ccccc1C(=O)Nc1ccnn1C1CCN(CCCc2ccccc2)CC1,-9%,-6%,-28%,-2%,3.2%,3%,9%,·,-3%
CCCn1c(SCC(=O)Nc2ccccc2Cl)nc(O)cc1=O,15%,-8%,-39%,0%,-2.4%,7%,-7%,-6%,-1%
CC(=O)Nc1ccc(NC(=O)c2cccc(S(=O)(=O)N(C)C3CCCCC3)c2)cc1,13%,-16%,-18%,-4%,1.0%,3%,8%,10%,-3%
Cc1cc(C(=O)CSc2nc(N)cc(N)n2)c(C)n1CCc1ccc(F)cc1,2%,-16%,-13%,0%,-1.5%,1%,4%,20%,4%
COc1ccc(NC(=O)C2CCN(C3=NS(=O)(=O)C(c4ccc(C)c(C)c4)=C3C)CC2)c(OC)c1,-4%[57.1 µM],-14%,4%,-9%[57.1 µM],-0.2%,·,·,-24%,·
COc1ccc(NS(=O)(=O)c2ccc3nc(COc4cccc5ccccc45)[nH]c3c2)cc1,-8%,-21%,-42%,-3%,-1.0%,0%,-8%,?,0%
S=C(c1cn(Cc2ccccc2)c2ccccc12)N1CCOCC1,17%[57.1 µM],-14%,-20%,-1%[57.1 µM],-0.2%,8%,8%,?,-4%
CC1(C)SC2c3ccccc3C(=O)N2[C@@H]1C(=O)NC1CCCC1 (stereo partly drawn),17%,-14%,16%,0%,0.0%,0%,-10%,1%,5%
CN(CCCC1CCCC1)C(=O)c1cc(COc2ccc(F)cc2F)on1,-3%,-3%,18%,-10%,0.2%,7%,3%,i,0%
Cc1cc(C(=O)N/N=C/c2cc(Br)cc(Br)c2OC(=O)c2cccc(F)c2)n[nH]1,8%,-9%,-9%,-7%,2.8%,14%,-13%,-9%,-1%
CCN(CC)S(=O)(=O)c1cccc(NC(=O)c2cncc(Br)c2)c1,-2%[57.1 µM],-19%,-15%,-4%[57.1 µM],20%,0%,1%,338%[activator],1%
Cn1cnc2c1c(=O)n(Cc1c(Cl)cccc1Cl)c(=O)n2C,16%,-3%,25%,-3%,1.3%,2%,-2%,0%,0%
CCOc1ccc(NC(=O)C2CCCN(c3nc(C)cc(C)n3)C2)cc1 (stereo not drawn),26%,-19%,-18%,3%,1.9%,-10%,-4%,-19%,4%
C=CCOc1ccccc1NC(=O)CN1C(=O)CNC1=O,-13%,-12%,16%,-14%,-1.3%,-7%,7%,13%,0%
CCOc1ccc(NC(=O)CN(C)C(=O)c2cc3c(s2)CCC(C)C3)cc1OCC (stereo not drawn),5%,-11%,-1%,-8%,0.2%,-9%,-4%,31%[activator],-5%
O=C(Nc1ccc(F)cc1)c1ccc(CSc2ccc(Cl)cc2)o1,-10%,?,0%,-7%,0.2%,-12%,4%,-28%,1%
CCN1CCOC(=O)C1CC(=O)Nc1cccc(OC)c1 (stereo not drawn),?,-3%,-13%,13%,0.4%,9%,-8%,-19%,-2%
COc1ccc(S(=O)(=O)N(Cc2ccco2)Cc2cc3ccccc3[nH]c2=O)cc1,-6%,-17%,-21%[11.4 µM],-4%,2.4%,3%,-1%,-24%,3%
CC(C)(C)C(=O)N1CCN(c2ccc([N+](=O)[O-])cc2-n2cccc2)CC1,10%,-22%,24%,2%,-1.8%,-11%,11%,?,-3%
CCOC(=O)C1(Cc2ccc(OC)cc2)CCN(C(=O)C2CCCO2)CC1 (stereo not drawn),10%[57.1 µM],6%,-5%,-5%[57.1 µM],-0.5%,2%,?,3%,1%
COc1ccc(-c2noc(CN(C)C(=O)c3ccoc3C)n2)cc1OC,21%,-8%,35%,3%,1.5%,-4%,7%,1%,-1%
CCCn1nnnc1NCc1c(F)cccc1Cl,33%,-7%,?,-1%,-2.4%,-8%,-2%,-8%,1%
Cc1cc(N(C)C)nc(Nc2ccccc2)n1,19%,-7%,22%,-3%,1.4%,2%,-4%,?,6%
COc1ccc(/C=N/Nc2ncnc3sc(C)c(C)c23)cc1,10%[57.1 µM],-19%,17%,10%[57.1 µM],5.2%,18%,10%,6%,-7%
FC(F)(F)c1cnc(-c2cnc(-c3ccncc3)nc2)c(Cl)c1,16%[57.1 µM],-14%,-5%,12%[57.1 µM],-1.4%,4%,5%,-10%,-3%
Cc1cc2n(n1)C(c1cn(-c3ccccc3)nc1C)Nc1ccccc1-2 (stereo not drawn),30%[activator],-8%,21%,24%,-0.4%,3%,-1%,0%,0%
CC(=O)N(c1ccc(C(C)C)cc1)C1C=CS(=O)(=O)C1 (stereo not drawn),18%[57.1 µM],-15%,-35%,14%[57.1 µM],2.6%,2%,-4%,18%,-1%

# 3 entries already listed, arranged by the value under RGS4 inhibitor, low to high.
compound | RGS4 inhibitor
CC(=O)N(c1ccc(C(C)C)cc1)C1C=CS(=O)(=O)C1 (stereo not drawn) | -35%
FC(F)(F)c1cnc(-c2cnc(-c3ccncc3)nc2)c(Cl)c1 | -5%
Cc1cc(N(C)C)nc(Nc2ccccc2)n1 | 22%

# A portion of the library; count on the stated rates, not on these rows.
